Screens from PubChem BioAssay.
bovine MsrA act = activates bovine MsrA enzyme; purified bovine MsrA, absorbance read-out; activation, % at 10.6 µM; actives 0.3% (n = 360,000); AID 602163; in the data active = activation above about 7.5%;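 note: 0% = vehicle and 100% = reference activator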
E coli Lon inh = E. coli protease La inhibition. P0A9M0. AID 602123. inhibition, % at 7.94 µM. actives 0.42% (n = 360,000). purified E. coli Lon protease, fluorescence polarization; in the data active = inhibition above about 13%, passing the limit was not always enough;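 note: 0% = enzyme with probe and DMSO and 100% = no enzyme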
LMPTP block = blocks human LMPTP phosphatase. actives 0.22% (n = 360,000). P24666. recombinant LMPTP-A, OMFP fluorogenic substrate, fluorescence intensity. inhibition, % at 20 µM;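 active = compounds that cut the enzyme signal by at least half of the control window in the single-dose screen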;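 note: plate controls were DMSO wells with enzyme plus substrate for no effect and substrate without enzyme for full effect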
Target sequence (P24666 whole entry, looked up): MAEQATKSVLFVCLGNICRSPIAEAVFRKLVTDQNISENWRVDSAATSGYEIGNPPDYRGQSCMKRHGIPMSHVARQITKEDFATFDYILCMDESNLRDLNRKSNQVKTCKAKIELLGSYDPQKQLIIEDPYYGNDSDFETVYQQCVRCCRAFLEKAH
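test system = LMPTP-A | amount = 0.625 nM LMPTP-A final | reagent = fluorogenic phosphatase substrate OMFP at 400 µM final | incubation = 50 min at room temperature | benchmarks = no-enzyme low control, uninhibited high control | medium = Bis-Tris pH 6.0, DTT, detergent | signal = fluorescence intensity of OMFP turnover product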
MsrA inhibitor = bovine MsrA inhibition; purified bovine MsrA, absorbance read-out; inhibition, % at 15.5 µM; actives 0.75% (n = 360,000); AID 651718; in the data active = inhibition above about 4.5%;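 note: 0% = vehicle wells with enzyme and 100% = reference inhibitor wells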
TbMetRS inhib = Trypanosoma brucei MetRS inhibition | purified T. brucei MetRS, ATP depletion, Kinase-Glo luminescence | inhibition, % at 11.9 µM | actives 0.4% (n = 360,000) | AID 624268;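 active = inhibition above a per-plate cutoff of the control wells' mean inhibition plus 3 SD, cut at about 5.5% in these data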;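 note: 0% = DMSO wells median and 100% = median of wells with control inhibitor compound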
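Measured by: Kinase-Glo luciferase luminescence reporting remaining unconsumed ATP. Material: purified T. brucei MetRS enzyme. Doses: 11.9 µM compound single dose, 0.9% DMSO. Medium: HEPES buffer containing pyrophosphatase, BSA, spermine, DTT. Times: 15 min preincubation, 2 h reaction, all 25 °C. Reagent: methionine, ATP and bulk E. coli tRNA.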
SUMO1 PPI mod = alters human SUMO1 binding to SIM partners | P63165 | SUMO1 binding to a labelled peptide, TR-FRET, 1 h | inhibition, % at 20 µM | actives 0.33% (n = 360,000); in the data active = inhibition above about 37%
Target sequence (P63165 whole entry, looked up): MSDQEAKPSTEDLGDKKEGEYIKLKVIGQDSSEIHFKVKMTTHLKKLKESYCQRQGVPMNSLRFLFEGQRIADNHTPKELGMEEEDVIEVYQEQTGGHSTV
Scp1 inh = blocks human Scp-1 phosphatase activity | Q9GZU7 | Recombinant Scp1, phosphopeptide, malachite green phosphate absorbance | inhibition, % at 20 µM | actives 0.88% (n = 340,000) | AID 493091;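 active = inhibition above about 50% at 20 µM, limit read from the data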;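 note: plate controls were DMSO wells with enzyme for no effect and wells lacking enzyme for full effect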
Target sequence (Q9GZU7 76-261 limits assumed): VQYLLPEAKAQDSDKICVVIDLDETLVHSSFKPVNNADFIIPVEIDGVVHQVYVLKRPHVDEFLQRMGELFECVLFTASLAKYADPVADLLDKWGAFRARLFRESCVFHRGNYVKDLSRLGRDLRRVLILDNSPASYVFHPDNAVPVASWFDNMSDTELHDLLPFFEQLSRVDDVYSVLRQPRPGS
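Test system: SCP-1 phosphatase catalytic domain, residues 76-261 | Compound dosing: One concentration, 20 µM, with 1.0% DMSO | Schedule: 45 min room-temperature reaction, 5 min colour, 30 min stabiliser | Detection: Absorbance at 630 nm | Read-out basis: % inhibition of SCP-1 phosphate liberation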
STEP block = blocks human striatal-enriched tyrosine phosphatase; recombinant STEP, OMFP fluorogenic substrate, fluorescence; inhibition, % at 20 µM; actives 0.25% (n = 360,000); AID 588621;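 active = inhibition at 20 µM, scaled per plate between control wells, above about 37%, limit read from the data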;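 note: 0% = DMSO with enzyme and substrate and 100% = substrate only without enzyme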
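material = STEP tyrosine phosphatase | reagent = fluorogenic phosphatase substrate OMFP at 25 µM final | doses = single compound dose of 20 µM, 1% DMSO final | schedule = 20 min reaction, room temperature, in the dark | measured by = fluorescence, 480/540 nm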
CendR NRP1 mod = alters CendR peptide binding to human NRP-1 | FAM-RPARPAR peptide binding to NRP-1, fluorescence polarization | inhibition, % at 25 µM | actives 0.85% (n = 360,000) | AID 602438;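 active = inhibition or corrected inhibition above about 18%, plus a signal ratio from 0.5 to 1.5, limit read from the data, passing the limit was not always enough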; note: strong numbers were not always called active
DNMT1 inh = inhibitors of human DNMT1 | AID 588458 | DNMT1 molecular beacon, Hinp1I cleavage, fluorescence | P26358 | inhibition (reported as % activation of signal), % at 10 µM | actives 0.83% (n = 360,000); in the data active = inhibition above about 50%
Active calls of the source: *; / = not tested or not shown; & = joins results of further samples. Random draw from the library. Share with any hit: about 4.3%.

The line under a structure holds: bovine MsrA act, E coli Lon inh, LMPTP block, MsrA inhibitor, TbMetRS inhib, SUMO1 PPI mod, Scp1 inh, STEP block, CendR NRP1 mod, DNMT1 inh
- CC1=C(C(=O)N2CCOCC2)CC(CC(=O)NCc2cccs2)C(=O)N1Cc1ccc(F)cc1 (centres undefined)
  -2, 1, -2.2, 3.2, 0.3, 3, /, -1, -7, -3
- Cc1ccc2nc(N3CCC(C(=O)O)CC3)nc(-c3ccccc3)c2c1
  -4, -7, -0.5, 0.4, -0.4, -4, -2, 0, -8, 1
- NC(=O)c1oc2ccccc2c1NC(=O)c1ccccc1
  -10, 2, -1.1, -1.3, -1.8, -5, 2, -2, 0, 2
- Cc1cccc(NC(=O)c2ccc([N+](=O)[O-])s2)c1C
  2, -2, -0.5, 1.9, -0.6, -22, -9, -2, -1, -3
- Cc1ccc(S(=O)(=O)NCC(=O)Nc2ccc(C(F)(F)F)cc2)cc1
  -1, 2, 1.3, -0.2, 0.5, -2, 22, 2, -1, 1
- N#Cc1nc(Nc2cccc(Cl)c2)c2ncn(C3CCCC3)c2n1
  -1, -14, 4.5, 0.9, -0.2, -6, -8, 1, 14, 16
- O=c1ccc(N=Nc2ccccc2)ccc1O
  -10, 1, 8.8, 0.8, -1.0, -85, 3, 7, 4, -2
- COc1ccc(S(=O)(=O)NCCc2c[nH]c3ccccc23)cc1OC
  -3, -5, 0.2, 0.1, -0.2, 4, -12, -3, 10, -2
- CCCn1c(=O)c(C(=O)NNS(=O)(=O)c2ccc(Cl)cc2)c(O)c2ccccc21
  -4, -8, 2.3, -0.3, 0.2, 12, -13, 1, -16, 5
- Cc1cccc(C(=O)OCC(=O)N2CCCC2=O)c1[N+](=O)[O-]
  -3, -5, -1.3, 0.1, -0.2, 1, -2, -2, 3, 3
- Cc1cc(C)cc(NC(=O)c2ccc([N+](=O)[O-])o2)c1
  -2, 1, 1.0, 0.6, -1.1, -22, -4, 0, 0, -2
- COc1ccc(OC)c(NC(=O)CSc2nnc(C3CCCCC3)o2)c1
  0, 1, -0.9, 1.4, -0.7, -1, 1, -2, -19, -1
- COc1ccc(N=C2S/C(=C\c3ccc(Cl)c([N+](=O)[O-])c3)C(=O)N2CCN(C)C)cc1
  0, 10, 0.9, 0.4, 0.3, -6, 25, 6, 6, -5
- CC(C)(C)c1ccc(C(=O)O/N=C(\N)c2ccccc2)cc1
  -2, -10, 0.8, -0.9, -0.9, 2, 1, 0, 1, 6
- O=C(CSc1oc(-c2ccco2)nc1S(=O)(=O)c1ccccc1)NCC1CCCO1 (centres undefined)
  -4, 1, 0.0, -0.1, -0.9, 7, -11, -2, -11, -8
- COc1ccc(S(=O)(=O)N(C)C)cc1NC(=O)CCNC(=O)c1ccco1
  -1, 4, -2.2, -0.5, 0.1, 1, -10, 2, 11, 1
- O=C(COc1ccccc1)NCC1COc2ccccc2O1 (centres undefined)
  -3, -9, 1.1, 1.0, -0.5, 8, -4, -2, 12, 2
- CCOc1cc(C(=O)N=c2sccn2C)ccc1OC(F)F
  -1, -8, 0.0, 2.3, -0.3, -2, -2, 2, -6, 1
- CC(C)(C)c1ccc(C(=O)NNC(=O)CNC(=O)c2cccs2)cc1
  -2, -2, 0.0, -0.5, -0.4, 0, -3, -2, -1, 6
- Cc1ccc(C)c(S(=O)(=O)N2CCN(C(=O)CCCc3c[nH]c4ccccc34)CC2)c1
  3, -12, 4.8, -1.2, -0.2, 6, -6, 3, 2, -5
- O=C(N/N=C/c1cccnc1)c1ccccc1Br
  -1, -4, -1.4, -0.8, 0.3, -6, 0, -2, -4, 0
- COc1ccc2[nH]c(C)c(CCN(Cc3cccs3)C(=S)Nc3cccc(F)c3)c2c1
  -2, 27*, 2.6, /, 0.3, -7, -10, -3, -14, -30
- Cc1nc2nc(C)c(CCC(=O)NC(C)c3ccc4c(c3)OCCO4)c(C)n2n1 (centres undefined)
  -4, 0, -1.9, 0.4, -0.4, 1, 1, 5, 4, 1
- O=C(CSC1=NS(=O)(=O)c2cc(F)ccc2N1)Nc1ccc(F)cc1
  0, -2, -1.3, 0.8, -0.2, 5, 6, -1, -2, -2
- CCc1c(C)n2nc(C)cc2[nH]c1=O
  -5, -1, -1.5, 0.2, -0.8, 2, -2, 1, -15, 1
- Cc1nnc(SCC(C)C)[nH]c1=O
  -3, -11, -2.2, 0.0, -0.8, -2, 10, -2, 17, 1
- COc1cccc(NC(=O)C2CC(=O)N/C(=N/NC(=O)c3ccc(C)cc3)S2)c1 (centres undefined)
  -11, 4, 0.4, -0.7, -0.5, 4, -21, 4, -3, 3
- CS(=O)(=O)N(CC(=O)NCCSCc1ccccc1Cl)c1ccc(F)cc1
  -12, 10, 0.1, 0.5, -1.1, 2, 2, -4, 8, 5
- COc1cc(C(=O)Nc2ccc(S(=O)(=O)Nc3cc(C)nc(C)n3)cc2)cc(OC)c1OC
  -3, 10, 0.4, -0.2, 0.5, 8, -4, -1, 11, 0
- O=C(NCCCNCc1ccccc1)c1ccccn1
  -9&-1, 5&8, -1.3&-4.5, 0.6&-2.0, -0.5&0.0, 6&0, 5&-5, 2&0, 8&-15, 8&-1

Copied from the list:
bovine MsrA act with COc1cccc(NC(=O)C2CC(=O)N/C(=N/NC(=O)c3ccc(C)cc3)S2)c1 (centres undefined) : -11
MsrA inhibitor with CS(=O)(=O)N(CC(=O)NCCSCc1ccccc1Cl)c1ccc(F)cc1 : 0.5

The listing continues.
The line under a structure holds: bovine MsrA act, E coli Lon inh, LMPTP block, MsrA inhibitor, TbMetRS inhib, SUMO1 PPI mod, Scp1 inh, STEP block, CendR NRP1 mod, DNMT1 inh
- COC(CNC(=O)c1ccc(N2CCc3ccccc32)c([N+](=O)[O-])c1)OC
  -2, -6, 1.4, 2.3, -0.7, -31, -4, -1, 0, -3
- Cn1c(=O)c2c(ncn2CC(O)CNc2ccc(Cl)cc2)n(C)c1=O (centres undefined)
  -1, 2, 0.6, -0.6, -0.1, 2, -6, 0, -8, 1
- O=C(Nc1ccc(-c2nnc3n2CCCCC3)cc1)c1cnccn1
  -6, -10, -0.4, 0.1, -1.7, 0, 9, -3, -5, 4
- COc1cc(NC(=O)COc2ccc(-n3ccnc3)cc2)cc(OC)c1
  -5, -2, 0.1, -0.2, -0.7, -2, -3, 0, 11, 0
- COc1ccc(C(=O)NCc2ccccn2)cc1
  -10, -16, -0.7, 0.2, -1.5, 1, 2, -3, 6, 3
- COc1ccccc1-n1nnnc1SCC(=O)Nc1oc(C)c2c(C)n[nH]c(=O)c12
  1, -4, -7.0, 0.7, -0.1, -13, -2, 0, -11, 0
- O=C1Nc2ccc(Br)cc2/C1=N\N=C\C1=C(N2CCOCC2)C(=C/c2ccccc2)/CC1
  -1, -33, 3.4, 1.0, 0.0, -18, 64*, 8, 16, -20
- COC(=O)/C(=N/Nc1cccc(C)c1)N1CCCc2ccccc21
  2, 6, -0.8, 0.6, 0.0, -1, -5, 2, 4, 8
- CC(=O)C1=C(O)C(=O)N(CCc2ccccc2)C1c1ccccc1[N+](=O)[O-] (centres undefined)
  -1, 13, -1.3, 0.2, -0.8, -2, -8, -2, 4, -5
- CNC(=O)c1cc(Oc2ccc(NC(=O)Nc3ccc(Cl)c(C(F)(F)F)c3)cc2)ccn1
  -2, 0, 3.7, 0.3, -0.3, -3, 2, -1, 7, -26
- O=c1[nH][nH]c2cc([N+](=O)[O-])ccc12
  -5, -4, 2.0, 0.3, 0.1, -6, 12, -3, 0, 6
- O=C1CN(C(=O)c2cccc([N+](=O)[O-])c2)CC(=O)N1
  -3, -12, -0.3, 0.7, -0.3, -11, -2, 0, 11, -1
- CC1(C)Cc2c(sc3c2c(=O)n(-c2cccc(Cl)c2)c(=O)n3CC(N)=O)CO1
  -4, 1, -3.1, 0.3, -0.5, -1, -7, -2, 8, 1
- COc1ccc(-c2nnc3ccc(SC)nn23)cc1
  0, -7, -1.7, -0.1, 0.0, -10, -6, 3, -1, 0
- COc1ccc(CC(=O)Oc2ccccc2C)cc1S(=O)(=O)N1CCOCC1
  -3, -2, -1.5, -0.2, -0.4, 6, -6, -1, 10, 0
- CCc1noc(C)c1C(=O)OCC(=O)c1ccccc1OC
  -4, 2, -0.7, -1.7, -0.5, -5, -2, 2, 12, 0
- CCN(C(=O)CSc1nnc(C)n1-c1ccccc1)C1CCS(=O)(=O)C1 (centres undefined)
  -4, -1, -2.6, -1.7, -0.9, -2, 4, 2, 0, 2
- COc1ccc(-c2n[nH]c(=S)n2C2CCCCC2)cc1
  3, -7, 2.8, -0.2, -0.3, 3, -10, 2, 8, 0
- CCc1c(C)nc2ccc(Br)cc2c1SCCC#N
  -3, -2, 1.6, 0.1, 0.0, -2, -3, 0, -5, -3
- COc1cccc(/C=N/NC(=O)c2nnn(-c3nonc3N)c2C(C)C)c1
  -10, 3, 0.8, -1.1, -0.8, -13, 6, -2, 7, -3
- CCC(C)[C@@H](C(=O)Nc1ccc(OC)c(OC)c1)N1Cc2ccccc2C1=O (some centres undefined)
  -3, -1, -1.3, -0.6, 0.0, -3, -6, 0, 16, -3
- Cc1cc(C)cc(OC(=O)CCN2C(=O)C3C4C=CC(C5CC45)C3C2=O)c1 (centres undefined)
  -2, 2, -0.7, 1.8, 0.0, 3, -8, -1, 5, -1
- O=C1[C@H]2[C@@H](c3ccc(C(F)(F)F)cc3)N[C@]3(CCCN(Cc4ccc(F)cc4)C3=O)[C@H]2C(=O)N1Cc1ccccc1
  4, -2, 0.7, -1.1, -0.3, -2, /, 0, 4, -2
- COc1cccc(-c2nn(C)c3sc(C(=O)NCc4ccc(C)cc4)cc23)c1
  1, -3, 5.1, 2.4, 0.1, 3, -9, 1, 7, -4
